High-throughput results as filed in PubChem BioAssay.
Mm-Cpn inhibitor – inhibitors of Methanococcus maripaludis chaperonin (MmCpn) | purified Mm-Cpn ATPase, ADP Transcreener TR-FRET | Potency, µM (top dose mostly 76.9 µM), for the others: top-dose activity, negative = inhibition, actives largely listed as inhibitors | hit rate 0.031% among 330,000 | AID 504842; also: potency is read from the fitted curve at half-maximal effect; % is scaled to controls: 0 for no effect and ±100 for the full control effect; nearly all actives have a fitted effect of over 80% in size
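Reaction buffer contained 30 mM Tris pH 7.4, 100 mM KCl, 5 mM MgCl2 and 1 mM DTT. Mm-CPN (25 nM final) hydrolysed 10 uM ATP over 30 min at 37°C; ADP was read by HTRF.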
Nrf2 inh – inhibitors of Nrf2 signaling | hit rate 2.1% among 360,000 | Potency, µM (titrated, usually from 46 µM), inactives show top-dose activity change, negative = inhibition, hits mostly inhibitors | A549 ARE-Fluc reporter, luciferase luminescence, 18-24 h; also: potency is read from the fitted curve at half-maximal effect; % is scaled to controls: 0 for no effect and ±100 for the full control effect; nearly all actives have a fitted effect of over 60% in size
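In this cell-based qHTS, ARE-driven firefly luciferase in A549 cells reports Nrf2 activity; the luminescent signal after BugLite lysis is the measured value, with a prior CellTiter-Fluor read for cell health.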
A549 tox – A549 cytotoxicity, counter-screen for Nrf2 inhibitors; A549 ARE-Fluc cells, CellTiter-Fluor viability, 18-24 h; Potency, µM (highest dose often 46 µM), for inactives: at the top dose activity change, negative = cytotoxicity, actives largely listed as inhibitors; hit rate 0.16% among 390,000; also: potency is read from the fitted curve at half-maximal effect; % is scaled to controls: 0 for no effect and ±100 for the full control effect
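A549 ARE_Fluc cells in 5% FBS OPTI-MEM were exposed to compounds in concentration-response for 18-24 h at 37 deg C. Viability was read by CellTiter-Fluor fluorescence (Ex 405/Em 525) after 30 min, before the luciferase read.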
HepG2 viability – kills HepG2 cells in TGF-b inhibitor counter-screen; HepG2 CAGA-GFP viability, ATP luminescence, 18 h; Potency, µM (top dose mostly 46.1 µM), inactives show at the top dose activity change, negative = cytotoxicity, usual class: cytotoxic; hit rate 0.76% among 410,000; also: potency is read from the fitted curve at half-maximal effect; some results filed as inactive show a strong effect at the top dose
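CellTiter-Glo luminescence gave cytotoxicity after 18 hours at 37 degrees C. The cells were HepG2 CAGA-GFP in 1% FBS DMEM, stimulated with 500 pg/mL TGF-beta after compound addition. %Activity was normalised to no-cell wells (complete cell-killing) and DMSO (no toxicity), and curves were fitted and classified.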
TGFb inhibitor – blocks TGF-b signaling; HepG2 CAGA-GFP TGF-b/SMAD3 reporter, GFP fluorescence, 18 h; TGF-beta stimulated, 500 pg/mL final; Potency, µM (series often up to 46.1 µM), without a hit: top-dose activity, negative = inhibition, most hits filed as inhibitors; hit rate 1.2% among 410,000; AID 588855; also: potency is read from the fitted curve at half-maximal effect; % is scaled to controls: 0 for no effect and ±100 for the full control effect; nearly all actives have a fitted effect of over 65% in size
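HEPG2 CAGA-GFP cells (1000/well, DMEM with 1% FBS) were pre-incubated 2 h at 37 degrees C, given compound by pin tool, then stimulated with TGF-beta at 500 pg/mL final for 18 h before per-cell GFP fluorescence imaging.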
CCT modulator – modulators of cytosolic chaperonin (CCT/TRiC) activity; hit rate 0.3% among 360,000; AID 651819; purified chaperonin ATPase assay, HTRF ADP detection, 30 min; activity change, % (test concentration not listed), hits read low; in the data active = activity change below about -30%; also: % is scaled to controls: 0 for no effect and ±100 for the full control effect
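First, chaperonin was dispensed at 40 nM or 20 nM final depending on batch activity. Next, compounds were pinned at 76 uM and ATP added at 10 uM. After 30 min at 37 °C, ADP detection reagents ran 30 min at ambient temperature.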
pAkt inh – blocks phosphorylation of Akt; Neuro2A IGF-stimulated pAkt S473 HTRF, 20 min; active compounds read low; activity change, % for hits at 50 µM; hit rate 0.32% among 360,000; in the data active = activity change below about -80%; inconclusive = mostly about -51% to -80%; also: % is scaled to controls: 0 for no effect and ±100 for the full control effect
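Single-point screen (50 µM final compound) in Neuro2A cells stimulated 20 min with 6 nM IGF at 37 deg C. After lysis, Ser473-phosphorylated Akt read by HTRF (ex 330 nm, em 615/665 nm) as the 665/615 ratio.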
Nrf2 ARE act – activates Nrf2 signaling. AID 624171. Potency, µM (titrated, usually from 46.1 µM), inactives show at the highest dose activation, hits mostly activators. hit rate 0.31% among 410,000. AREc32 ARE-luciferase reporter (MCF7-derived line), luminescence, 24 h; also: potency is read from the fitted curve at half-maximal effect; % of control where 0% means no effect; nearly all actives have a fitted effect of over 65% in size
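ARE-driven firefly luciferase activity in AREc32 cells measured after a 24 hr compound exposure at 37 deg C, using Steady-Glo reagent and a 30 min room-temperature hold.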
Abeta rescue – A-beta toxicity reversal in yeast | Potency, µM (titrated, usually from 46.1 µM), for the others: at the top dose growth rescue, hits mostly activators | hit rate 0.063% among 410,000 | yeast expressing A-beta42, growth rescue, OD600, 48 h; response scale: 0% DMSO, 100% iron-clioquinol control | AID 1347071; also: potency is read from the fitted curve at half-maximal effect; nearly all actives have a fitted effect of over 55% in size
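Yeast A-beta toxicity model in growth medium with pinned compounds, 48 h at 30 C; growth read as absorbance at 600 nm. Normalized to FeCl3/clioquinol equimolar mix (positive) and DMSO (negative).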
Active calls of the source: *; i = inactive; ? = inconclusive; . = no result given; & = joins results of further samples; [ ] = dose if it differs, or a comment. Unless noted, calls follow the shape of the dose curve; as a rule, active = well fitted curve in the direction sought with a large enough effect; inconclusive = small, poorly fitted or top-dose-only effect, or another doubt; inactive = no such curve, though single readings can be large; an effect the other way counts as inactive or inconclusive.

SMILES | Mm-Cpn inhibitor | Nrf2 inh | A549 tox | HepG2 viability | TGFb inhibitor | CCT modulator | pAkt inh | Nrf2 ARE act | Abeta rescue
N#CC(c1ccccn1)c1ncc(C(F)(F)F)cc1Cl (stereo unspecified) | 3% | 12% | 8% | 4% | 15% | 1.3 | i | 5.5% | -1%
COc1ccc(-c2nc(CSCC(=O)NCc3ccccc3Cl)c(C)o2)cc1OC | . | ? | -5% | -24% | ? | . | . | 0.9% | -11%
O=C(COc1ccc(Cl)cc1Cl)Nc1cccc(-c2ccc(N3CCOCC3)nn2)c1 | ? | 20% | 5% | 0% | 1% | -1.4 | i | 1.8% | 16%
COc1cc(/C=C/C(=O)OCC(=O)NCc2ccc(F)cc2)ccc1O | -2% | 5% | -3% | -5% | 2% | 0.0 | i | 6.4% | 2%
Cc1ccccc1OCC(=O)N/N=C/c1cn(C)c2ccccc12 | 1% | -6% | -9% | -17% | -7% | 0.2 | i | -0.6% | 3%
COC(=O)c1ccc(/C=N/OCC(=O)NCc2ccc(F)cc2)cc1 | -2% | 9% | 6% | 7% | -25% | -1.0 | i | 0.3% | 9%
O=C(NCCCn1ccnc1)c1cc([N+](=O)[O-])cc([N+](=O)[O-])c1 | 1% | 1% | 0% | -4% | -1% | 2.2 | i | -0.3% | 9%
CC1(C)CC(C(CC(=O)O)c2ccccc2)CCO1 (stereo unspecified) | -2% | 0% | -3% | 0% | -2% | -11 | i | -1.0% | -4%
O=C1CC2c3ccccc3CCN2C(=O)CN1Cc1ccccc1 (stereo unspecified) | . | . | . | 2% | -19% | -0.2 | i | -1.3% | -12%
Cc1ccc(C)c(NC(=O)Cn2c(=O)n(CCC(C)C)c(=O)c3cccnc32)c1 | . | 15% | 1% | -16% | 19% | . | . | 0.1% | -25%
CC(=O)c1cccc(NCC(=O)Nc2cccc(S(=O)(=O)N3CCCCC3)c2)c1 | -1% | -28% | -8% | -5% | -7% | -3.4 | i | -0.5% | 24%
COC(=O)C1=C(N)N(c2ccccc2C(F)(F)F)C2=C(C(=O)CCC2)C1c1ccc2c(c1)OCO2 (stereo unspecified) | -2% | ? | -26% | 6% | 0% | -4.4 | i | -0.4% | -2%
Cc1c(NC(=O)c2ccco2)cccc1C(=O)NN1C(=O)c2ccccc2C1=O | 2% | 2% | -1% | 0% | -5% | -1.3 | i | -0.8% | 6%
Cn1c(=O)c(C(=O)CSc2nncs2)c(N)n(Cc2ccccc2)c1=O | -2% | -9% | -4% | -29% | 3% | 2.4 | i | 0.0% | 19%
CC(=O)Nc1ccc(/C=C/c2noc(-c3ccccc3O)n2)cc1 | -1% | ? | 1%&-2% | -2%&-5% | -9%&3% | -0.8 | i | 8.5%&28% | -30%&-16%
CC(C)CCn1c(Sc2nc3ccccc3s2)nc2c1c(=O)[nH]c(=O)n2C | 0% | ? | -23% | -52% | -17% | 2.7 | i | 4.9% | 6%
Cc1cccc(C)c1NC(=O)CNC(=O)c1cccnc1 | -1% | 5% | 0% | 5% | 3% | 0.0 | i | 0.0% | -4%
Cc1nc(-c2cccc(S(=O)(=O)N3CCCCC3)c2)cs1 | 0% | -3% | 8% | -32% | ? | 0.1 | i | 4.4% | -20%
CCOc1ccc(S(=O)(=O)c2c(C(=O)c3ccc(C)cc3)cnc3cc4c(cc23)OCCO4)cc1 | ? | -12% | 12% | -6% | 3% | 0.2 | i | 1.8% | -2%
CC(C)CN(CCCNC(=O)Cn1ncc2c3ccccc3n(C)c2c1=O)CC(C)C | . | 5% | -5% | -2% | 11% | . | . | 0.6% | 4%
CCOc1ccc(-c2cc(N)n(S(=O)(=O)c3ccc(OC)c(OC)c3)n2)cc1 | 1% | ? | 1% | 7% | ? | -6.6 | i | 6.7% | 4%
CN1CCN(C(=S)c2cn(Cc3ccccc3)c3ccccc23)CC1 | 1% | -16% | -7% | -21% | -1% | -0.6 | i | -0.4% | 15%
O=C(N1CCOCC1)N1CCN(c2nc(-c3ccc(F)cc3)cs2)CC1 | -1% | . | 0% | 0% | 23% | -0.8 | i | 2.7% | -19%
CC1CCC(NC(=O)Cn2c(=O)[nH]c3ccsc3c2=O)CC1 (stereo unspecified) | 0% | 0% | -13% | 8% | -11% | -0.2 | i | 0.0% | 12%
CC(=O)c1nn(-c2ccc(C)cc2)cc1C(=O)c1cccc(Br)c1 | . | 3% | 0% | 2% | 0% | -1.1 | i | -2.1% | 0%
(further entries)
SMILES | Mm-Cpn inhibitor | Nrf2 inh | A549 tox | HepG2 viability | TGFb inhibitor | CCT modulator | pAkt inh | Nrf2 ARE act | Abeta rescue
C[C@H]1CN(C2CCCCC2)C(=O)[C@@H]1CC(=O)Nc1ccccc1 | . | . | . | -16% | -16% | 0.3 | i | -1.0% | 9%
Cc1ccccc1OCC(=O)OC1CCN(C)CC1 | 0% | -8% | -7% | -10% | -10% | -1.8 | i | 0.2% | -19%
C[C@]12c3[nH]c4ccccc4c3CCN1C(=O)C(CC(=O)NCc1ccco1)C[C@@H]2C(=O)N1CCCCC1 (stereo partly specified) | 4% | -5% | -3% | -27% | -16% | -3.1 | i | 2.5% | -13%
O=C(CSc1nnc(-c2ccccn2)n1-c1ccc(Cl)cc1)Nc1ccc2c(c1)OCO2 | -2% | -24% | -21% | 5% | 10% | 2.3 | i | -0.7% | 10%
CCOc1ccc(Cl)cc1CSc1ncn[nH]1 | 3% | -8% | -7% | 0% | -7% | 1.6 | i | 0.2% | 9%
CCOc1ccc(C(=O)c2cn(CC(=O)Nc3cc(OC)cc(OC)c3)c3ccc(F)cc3c2=O)cc1 | . | ? | -4% | -13% | -7% | . | . | 0.5% | -14%
COC(=O)c1ccc(C2C(C#N)=C(N)Oc3cc(C)n(C)c(=O)c32)cc1 (stereo unspecified) | 1% | 1% | -11% | -2% | 4% | -3.5 | i | 0.6% | -2%
N#Cc1cccc(C(=O)OCC(=O)NC(=O)NC2CCCCC2)c1 | 0% | ? | 0% | -5% | -7% | -42* | i | 0.2% | -1%
COc1ccnc(CSC(N)=Nc2cccc(C(F)(F)F)c2)c1 | 0% | 8% | -6% | -69% | ? | -1.4 | i | 7.2% | -5%
COc1ccccc1N1C(=O)CCC1(C#N)c1ccccc1 (stereo unspecified) | . | -3% | -2% | -2% | 4% | -7.1 | -107%* | 0.3% | 1%
CCc1cccc(C)c1NC(=O)C(CC)Sc1nncn2c1cc1occc12 (stereo unspecified) | . | ? | -3% | -31% | ? | . | . | -1.2% | -1%
CC(=O)Nc1ccn(C2CC3OCC(NC(=O)C4CCCN4C(=O)OC(C)(C)C)C3O2)c(=O)n1 (stereo unspecified) | . | 21% | -2% | -8% | -17% | . | . | . | .
C#CCN1C(=O)C(O)(c2c(C)[nH]c3ccccc23)c2ccccc21 (stereo unspecified) | 2%[15.4 µM] | -1% | 2% | -10% | 3% | -0.4 | i | 3.7% | 23%
Cc1cc(NC(=O)CCC(=O)N(c2ccccc2)C(C)C(=O)NC2CCCC2)no1 (stereo unspecified) | 1% | 1% | 1% | 8% | 1% | -2.8 | i | 0.2% | -5%
Cn1c(=N)n(CC(=O)O)c2ccccc21 | 1% | ? | 9% | 5% | ? | 0.6 | i | 0.3% | -32%
COc1ccc(/C=C/C(=O)Nc2nnc(C(C)C)s2)cc1OC | 1% | -17% | -14% | 19% | 14% | 1.3 | i | -0.4% | -4%
CCC(C)NC(=O)c1[nH]c2cc(OC)ccc2c1Sc1ccc(C)cc1 (stereo unspecified) | . | -39% | 0% | -10% | 3% | . | . | 6.6% | 0%
CC(=O)Nc1nonc1-c1nnc(SCc2ccccc2)n1C | . | 1% | 7% | -22% | 3% | . | . | 0.4% | -16%
CC(CCc1ccccc1)NC(=O)CSc1n[nH]c(-c2ccc(F)cc2)n1 (stereo unspecified) | . | . | 1% | -20% | 11µM* | . | . | -0.9% | -9%
CC1CCCN(CC(O)CN)C1 (stereo unspecified) | 1% | 18% | -7% | 1% | 12% | -2.6 | i | -0.7% | 10%
O=C1c2[nH]nc(-c3ccc(F)cc3)c2C(c2ccccc2F)N1c1ccccc1 (stereo unspecified) | . | ? | -7% | -105% | ? | . | . | -3.2% | 2%
CCOC(=O)C1CCCN(C(=O)c2ccc(S(=O)(=O)N3CCCC3)cc2)C1 (stereo unspecified) | 1% | -3% | -2% | 0% | -8% | 1.5 | i | -0.4% | 12%
CC1(C)Cc2c(sc(NC(=O)c3ccco3)c2C(=O)O)CO1 | -2% | ? | -16% | -47% | -2% | -0.2 | . | 8.9% | -13%
CN(C)CCCNc1oc(-c2ccc(Cl)cc2)nc1C#N | -6% | -13% | 2% | -25% | 7% | -0.6 | i | -0.1% | -6%
O=C1CC(c2ccccc2)Oc2cc(O)cc(O)c21 (stereo unspecified) | 0% | 3% | -1% | -10% | 1% | -0.5 | i | 1.5% | -31%[inhibitor]
Cc1ccc(C2CC(=O)c3cnn(-c4nc(C)cc(C)n4)c3C2)cc1 (stereo unspecified) | 2% | ? | -6% | 3% | -6% | -2.9 | i | 2.2% | -3%

Some entries already given, showing only CCT modulator, pAkt inh and Nrf2 ARE act:
| compound | CCT modulator | pAkt inh | Nrf2 ARE act |
| --- | --- | --- | --- |
| CC1CCCN(CC(O)CN)C1 (stereo unspecified) | -2.6 | i | -0.7% |
| N#Cc1cccc(C(=O)OCC(=O)NC(=O)NC2CCCCC2)c1 | -42* | i | 0.2% |
| CN(C)CCCNc1oc(-c2ccc(Cl)cc2)nc1C#N | -0.6 | i | -0.1% |
